GPR151 activ = activators of human GPR151, primary screen, cell-based, PathHunter beta-arrestin, luminescence. G-protein coupled receptor 151 (Homo sapiens), Q8TDV0. PathHunter beta-arrestin GPR151 cells. activation, % at 11.2 µM. 1% of 650,000 active. AID 1508602, 2020; in the data active = activation above about 4.9%;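 also: 0% = median of compound wells and 100% = cells with positive control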
Target sequence (Q8TDV0 whole entry, looked up): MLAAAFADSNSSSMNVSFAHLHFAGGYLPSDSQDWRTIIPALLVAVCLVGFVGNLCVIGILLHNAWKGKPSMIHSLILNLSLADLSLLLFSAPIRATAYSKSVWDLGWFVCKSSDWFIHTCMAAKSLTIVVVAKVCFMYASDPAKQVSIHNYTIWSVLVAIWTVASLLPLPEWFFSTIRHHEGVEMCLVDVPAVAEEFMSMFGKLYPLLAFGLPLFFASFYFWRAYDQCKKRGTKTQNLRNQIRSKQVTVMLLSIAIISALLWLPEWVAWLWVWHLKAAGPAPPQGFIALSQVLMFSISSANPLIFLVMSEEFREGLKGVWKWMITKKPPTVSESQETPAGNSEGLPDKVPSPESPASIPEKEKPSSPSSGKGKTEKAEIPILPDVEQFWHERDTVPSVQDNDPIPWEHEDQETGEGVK
MITF primary = MITF inhibitors, primary screen, biochemical, AlphaScreen, human; Microphthalmia-associated transcription factor (Homo sapiens), O75030; AlphaScreen MITF homodimerization, bead proximity signal; inhibition, % at 2.6 µM; 0.91% of 650,000 active; in the data active = inhibition above about 50%;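 also: 0% = vehicle wells with protein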
Target sequence (O75030 whole entry, looked up): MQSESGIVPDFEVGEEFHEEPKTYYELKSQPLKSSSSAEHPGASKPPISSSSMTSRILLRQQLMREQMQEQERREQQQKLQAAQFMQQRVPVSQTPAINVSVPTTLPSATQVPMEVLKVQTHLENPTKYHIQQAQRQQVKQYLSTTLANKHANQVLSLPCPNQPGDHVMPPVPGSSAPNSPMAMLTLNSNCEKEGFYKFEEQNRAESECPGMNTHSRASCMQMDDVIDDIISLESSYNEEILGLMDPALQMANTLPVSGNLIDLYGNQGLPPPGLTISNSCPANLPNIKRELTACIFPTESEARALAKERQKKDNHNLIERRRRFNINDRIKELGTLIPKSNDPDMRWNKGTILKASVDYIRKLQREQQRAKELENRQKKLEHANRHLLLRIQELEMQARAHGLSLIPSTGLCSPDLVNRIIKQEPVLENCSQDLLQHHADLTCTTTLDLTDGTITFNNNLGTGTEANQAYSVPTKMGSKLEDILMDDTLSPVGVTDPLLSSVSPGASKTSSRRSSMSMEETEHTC
FBW7 activator = FBW7 E3 ligase activators, primary screen, biochemical, AlphaScreen, human. AlphaScreen FBW7–phospho-cyclin E peptide binding, activator screen. normalized activity (activation), % at 26.1 µM. 0.13% of 650,000 active; in the data active = normalized activity above about 1.9%;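 also: purified mutant Fbw7 with reduced substrate affinity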
TEAD-YAP block = TEAD-YAP interaction inhibition, primary screen, TEAD-YAP interaction inhibitor project, luminescence, HEK-TIYL cells. TEAD-Gal4/YAP UAS-luciferase luminescence. inhibition, % at 9.12 µM. 1.4% of 640,000 active; in the data active = inhibition above about 32%;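 also: 0% = median of test compound wells and 100% = reference inhibitor wells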
Starred values were filed as active, the others as inactive.

Every second line gives: FBW7 activator	GPR151 activ	MITF primary	TEAD-YAP block
- O=C(O)CCC(=O)n1ncc2c(Cl)cccc21
    0.9	-1.0	13	-15
- Cc1noc(C)c1CC1(c2cccc(F)c2)C(=O)Nc2cc(F)ccc21 (configuration not stated)
    0.1	0.0	15	5
- COc1cc2nc(Nc3ccc4ncccc4c3)nc(Nc3ccc(N4CCOCC4)cc3)c2cc1OC
    -0.1	-0.8	11	-2
- Cn1c(Nc2cc(NCc3cccc(C(F)(F)F)c3)nc(N)n2)nc2ccccc21
    -0.1	-1.2	-5	-5
- COc1ccc(CNC(=O)c2ccc(NS(=O)(=O)c3c(C)noc3C)cc2)cc1
    0.0	0.1	-13	-3
- CCOc1cccc(-c2nc(C(N)=O)c3[nH]c(=O)n(-c4ccc(F)cc4)c3n2)c1O
    0.7	0.5	15	3
- CC(C)(C)C(=O)Nc1nc(C2CCCN2S(=O)(=O)c2ccc(Cl)cc2)cs1 (configuration not stated)
    0.0	1.5	12	2
- CCOC(=O)N1CCC(NS(=O)(=O)c2ccc3c(c2)OCC(=O)N3)CC1
    -0.3	-0.6	-10	-10
- CC(C)C(NC(=O)C1CCOC1)c1nnc2n1CCN(C(=O)C#Cc1ccccc1)CC2 (configuration not stated)
    0.0	1.8	14	11
- O=C(Nc1ccc(Cl)cc1F)c1ccc(SCC(=O)N2CCCC2)c([N+](=O)[O-])c1
    0.0	-0.7	-1	0
- CC(=O)Oc1ccc(C(=O)NCCCN(C)C)cc1
    -0.4	0.1	3	-1
- Cn1cccc1/C=C1/C(=O)NC(=O)N(c2ccc3ccccc3c2)C1=O
    -0.5	-1.0	-7	-18
- Cc1cccc(C(=O)NCC(=O)OCC(=O)c2ccc(Br)s2)c1
    -0.1	0.7	-6	-2
- NNC(=O)c1csc(N2CCOCC2)n1
    0.1	-0.3	-3	6
- CC1=NN(C(=O)CSCc2ccccc2)C(O)(C(F)(F)F)C1 (configuration not stated)
    -0.1	1.5	-7	1
- OCCN1CCN(c2nc3ccccc3nc2-c2ccccc2)CC1
    -0.1	-0.8	-10	-2
- O=C(c1cccc([N+](=O)[O-])c1)n1cc(Br)cn1
    -0.1	0.9	5	-5
- CCOc1cc(OCC)cc(C(=O)Nc2cc(-c3nc4ccccc4s3)ccc2Cl)c1
    -0.1	1.6	11	-41
- CN1CCN(c2c(CN3CCCC3)c(=O)oc3ccccc23)CC1
    -0.1	-1.2	-6	-1
- CC(C)N1C(C)CC(O)N1C(=O)CC#N (configuration not stated)
    0.8	0.2	2	-13
- CCOC(=O)C1CCN(c2c(N3CCN(CC)CC3)c(=O)c2=O)CC1
    -0.2	3.4	2	4
- C=CCNCc1ccc(OCC(=O)Nc2ccccc2)c(OCC)c1
    -0.1	0.0	-3	-8
- COc1ccccc1NC(=O)C1c2ccccc2Oc2ccccc21
    0.2	-0.1	1	-16
- COC(=O)COc1ccc2c(=O)c(Oc3ccccc3OC)c(C)oc2c1
    1.0	1.8	12	3
- C=CCN(CC=C)C(=O)Cc1ccc(Br)cc1
    0.1	-2.0	17	-2
- O=C(CSc1nc2ccccc2s1)Nc1cc2c(cc1Br)OCCO2
    0.2	-0.3	-18	-8
- OCc1ccc(OCc2cccc(Cl)c2)cc1
    -0.1	-4.4	2	-48
- CC(C)(C)NC(=O)C(c1ccc(Cl)cc1)N(Cc1ccco1)C(=O)CCl (configuration not stated)
    0.3	-0.3	0	-2
- Cc1ccccc1C(=O)Nc1nc2ccc(S(=O)(=O)NCC(C)C)cc2s1
    0.1	0.5	8	-1
- NC(=O)c1c(/N=C/c2ccc(O)c([N+](=O)[O-])c2)sc2c1CCCC2
    -0.2	-0.5	2	-9

Overlap with the part before: 2 entries, followed by the next part.
Every second line gives: FBW7 activator	GPR151 activ	MITF primary	TEAD-YAP block
- Cc1ccccc1C(=O)Nc1nc2ccc(S(=O)(=O)NCC(C)C)cc2s1
    0.1	0.5	8	-1
- NC(=O)c1c(/N=C/c2ccc(O)c([N+](=O)[O-])c2)sc2c1CCCC2
    -0.2	-0.5	2	-9
- Cc1csc(SCc2csc(CC(=O)Nc3ccccc3C)n2)n1
    -0.3	1.3	-6	-4
- COc1ccc(-n2c3c(cc(C(=O)NC(C)(C)C)c2=O)C(=O)CC(C)(C)C3)cc1
    0.0	1.7	2	-14
- COc1cc(Br)c(C2C(C(=O)OCc3ccccc3)=C(C)NC3=C2C(=O)CCC3)cc1OC (configuration not stated)
    0.2	0.8	2	-2
- Cc1cc(N2C(=O)c3cccc([N+](=O)[O-])c3C2=O)no1
    0.0	-0.4	-5	-3
- Cc1cc2ccccc2n1CCNS(C)(=O)=O
    0.1	-0.2	-2	-6
- COc1ccc(C2=NC(C(C)C)NC(c3cc(Cl)ccc3O)C2)cc1 (configuration not stated)
    -0.1	-1.4	-3	-32
- CCOC(=O)C1=C(C)N=c2s/c(=C/c3ccc(N(CC)CC)o3)c(=O)n2C1c1ccc(N(C)C)cc1 (configuration not stated)
    0.2	-1.7	21	-14
- Cc1ccc(NC(=O)Nc2ccc(Cl)cc2)cc1S(=O)(=O)N1CCCCC1
    0.3	-0.1	10	18
- COC(=O)COc1ccc(-c2ccc(F)cc2)cc1C=O
    0.0	0.4	-5	5
- CCNC(=S)NCCCNc1nc2ccc(OC)cc2cc1C#N
    -0.1	-0.4	-4	5
- CN1C(=O)N(C)C2(c3ccccc3)N(C)C(=O)NC12c1ccccc1 (configuration not stated)
    -0.1	1.1	8	7
- Cc1nc2ccccc2n1C/C=C/c1ccccc1
    0.1	0.6	9	18
- CC(=O)Nc1ccc(-c2csc(NCCc3ccccc3)n2)cc1
    0.5	-0.3	21	-27
- N#C/C(=C\c1cc2ccccc2nc1N1CCOCC1)c1nn(-c2ccccc2)c(N)c1C#N
    0.1	0.6	-6	-6
- O=C1CC(C(=O)Nc2cccc([N+](=O)[O-])c2)C(c2ccccc2)O1 (configuration not stated)
    -0.1	-0.2	0	8
- Cc1ccc(N2NC(=O)CC2=O)cc1C
    0.0	-0.3	26	-5
- CC(C)CCNC(=O)COc1ccc(Cl)cc1Cl
    0.0	0.6	9	-86
- CCOc1ccc(/C(C)=N/NC(=O)c2cc(C(C)(C)C)[nH]n2)cc1
    0.0	0.9	-3	-6
- Cc1ccc([N+](=O)[O-])cc1N1C(=O)CS/C1=N\NC(=O)c1cccnc1
    -0.1	2.4	-4	4
- CCOC(=O)c1ccc(NC(=O)CSc2ncnc3c2nnn3Cc2ccccc2)cc1
    0.2	-0.1	3	10
- CCCC(=O)NC(=S)Nc1ccc(Cl)c([N+](=O)[O-])c1
    0.1	0.0	-3	6
- CCC(=O)N(c1ccc(F)cc1)C1C=CS(=O)(=O)C1 (configuration not stated)
    0.2	-1.1	11	3
- c1ccc(C2CCC(N3CCN(C4CCCCC4)CC3)CC2)cc1 (configuration not stated)
    -0.1	1.5	34	-10
- COc1ccccc1C1C=C(c2ccc(OC(F)F)cc2)Nc2nnnn21 (configuration not stated)
    -0.1	1.6	-2	1
- Cc1ccc2c(c1)c(-c1ccccc1)nc1nnnn12
    0.1	1.3	36	-4
- COc1c(Cl)cc(Cl)cc1CNc1ccc(S(N)(=O)=O)cc1
    0.0	0.3	3	5
- O=C(O)c1cccc(NS(=O)(=O)c2ccc3[nH]c(=O)oc3c2)c1
    0.0	-1.6	4	-3
- COc1ccc(Cl)cc1NC(=O)NNS(=O)(=O)c1ccc2ccccc2c1
    0.0	1.4	22	10
- Cc1cccc(N(C)C(=O)Cc2noc3ccccc23)c1
    0.1	-1.1	-3	19
- N#CC1=C(N)N(c2cccc(Cl)c2)C2=C(C(=O)CCC2)C1c1ccc2c(c1)OCO2 (configuration not stated)
    0.2	0.9	12	-2

Next section
Every second line gives: FBW7 activator	GPR151 activ	MITF primary	TEAD-YAP block
- COc1ccc(C2SCC(=O)N2c2c(C)n(C)n(-c3ccccc3)c2=O)cc1OC (configuration not stated)
    0.3	1.0	15	-2
- Cc1[nH]n(-c2ccccc2)c(=O)c1/C=N/NC(=O)c1cccc(F)c1
    -0.1	-0.3	22	-45
- O=C(CCCN1C(=O)/C(=C\c2ccccc2)SC1=S)Nc1cccc(C(=O)O)c1
    -0.2	0.3	7	-10
- CC(=O)C1(O)C(C)CC2C3CCC4CC(O)CCC4(C)C3CCC21C (configuration not stated)
    0.0	0.2	9	3
- CCOc1cc(C2C(C(=O)OCCOC(C)C)=C(C)NC3=C2C(=O)CC(c2cccs2)C3)cc([N+](=O)[O-])c1O (configuration not stated)
    0.3	-0.2	4	2
- COc1ccc(CCNc2nc(Nc3cc(OC)c(OC)c(OC)c3)nc3c2ncn3-c2ccsc2)cc1
    -0.1	2.1	12	9
- CCOc1ccc2nc(N3CCC(NCCc4ccco4)CC3)nc(C)c2c1
    0.4	0.3	-3	21
- O=C(N/N=C(/CNNC(=O)Nc1ccccc1)c1ccccc1)Nc1ccccc1
    -0.1	3.1	3	-41
- COc1ccc(N2CCN(c3cc(Nc4cccc(F)c4)c4c5c(onc35)-c3ccccc3C4=O)CC2)cc1
    -0.1	-0.1	-5	-5
- CCC(=O)NC(=S)Nc1cc(C)c(C)cc1O
    0.7	-0.8	9	-23
- CSc1nc2n(n1)C(c1ccc(Br)cc1)C1=C(CC(C)(C)CC1=O)N2 (configuration not stated)
    0.4	0.8	17	0
- CC1=C(C(=O)Nc2ccc(Br)cn2)C(c2cccc([N+](=O)[O-])c2)C2=C(CC(C)(C)CC2=O)N1 (configuration not stated)
    0.1	0.7	6	1
- Cc1ccc(C)c(N2CCN(c3ncnc4c3cnn4-c3ccccc3)CC2)c1
    0.0	-0.2	-2	1
- C[C@H]1NC(=O)[C@H]2CN(C(=O)NCc3ccccc3)CCN2C1=O
    0.6	4.8	81*	16
- O=C(n1cccn1)C12CC3CC(CC(C3)C1)C2
    0.0	1.0	2	1
- CC1(C)C(=O)Nc2ccccc2N1C(=O)COC(=O)C1CC(=O)N(CCc2ccccc2)C1 (configuration not stated)
    0.6	4.7	9	-3
- Cn1c(=O)c2c(nc(N3CCOCC3)n2CC(=O)C23CC4CC(CC(C4)C2)C3)n(C)c1=O
    0.0	-0.2	1	-3
- COc1ccc(NC(=O)CC2=C(c3ccccc3)CCC2=O)cc1
    0.3	0.3	9	3
- O=C(NC1C2CC3CC(C2)CC1C3)c1ccc(CN2CCC(O)CC2)[nH]c1=O (configuration not stated)
    0.2	-0.7	1	4
- O=C(c1cn(-c2ccc(Cl)cc2)c(=O)c2ccccc12)N1CCCCCC1
    0.0	-1.3	-2	13
- O=C(O)CCSc1ncnc2ccccc12
    0.0	0.1	3	9
- CCCNCC(O)COC(c1ccccc1)c1ccccc1 (configuration not stated)
    -0.3	0.7	17	-1
- CNC(=O)C(=O)NCCc1ccccc1
    0.0	2.6	-3	3
- Cc1cc(NCCCn2ccnc2)n2nc(C)c(-c3cccs3)c2n1
    -0.2	0.8	-1	-75
- CN1CCN(c2ncn(-c3ccc(Nc4nccc(-c5cc(C#N)cc(N6CCOCC6)c5)n4)cc3)n2)CC1
    -0.1	-0.2	-3	6
- COc1cc(/C=C2/S/C(=N/S(=O)(=O)c3ccc(C)cc3)NC2=O)cc(OC)c1OC
    -0.1	2.3	-11	-21
- O=c1[nH]cc(N=Cc2cc3c(cc2[N+](=O)[O-])OCO3)c(=O)[nH]1
    0.0	1.2	-2	8
- COc1cc(Br)cc(C=Nc2cc(C)on2)c1O
    -0.2	-0.4	-5	-2
- CCOc1cccc(C2NC(=O)NC(C)=C2C(=O)OCC2CCCO2)c1 (configuration not stated)
    0.0	0.9	1	-8

Limited to TEAD-YAP block, for 3 of the compounds above:
mol	TEAD-YAP block
COc1ccc(CCNc2nc(Nc3cc(OC)c(OC)c(OC)c3)nc3c2ncn3-c2ccsc2)cc1	9
CC(=O)C1(O)C(C)CC2C3CCC4CC(O)CCC4(C)C3CCC21C (configuration not stated)	3
O=C(n1cccn1)C12CC3CC(CC(C3)C1)C2	1

Three compounds drawn at random from those above, as already listed:
Every second line gives: FBW7 activator	GPR151 activ	MITF primary	TEAD-YAP block
- Cc1cccc(N(C)C(=O)Cc2noc3ccccc23)c1
    0.1	-1.1	-3	19
- CC1(C)C(=O)Nc2ccccc2N1C(=O)COC(=O)C1CC(=O)N(CCc2ccccc2)C1 (configuration not stated)
    0.6	4.7	9	-3
- COc1ccc(NC(=O)CC2=C(c3ccccc3)CCC2=O)cc1
    0.3	0.3	9	3
